# Screens from PubChem.
# GAA850 FXN act = frataxin GAA850 promoter activation | AID 540364 | HEK293 lucGAA850 FXN promoter luciferase reporter, 24 h; percent of 10 µM SAHA response | hit rate 0.56% among 360,000 | activation, % at 6 µM;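 active = activation above the average of all compounds screened plus 3 SD, cutoff fixed separately per campaign, cut at about 7.5% in these data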;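 also: 0% = DMSO wells and 100% = 10 µM SAHA wells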
# ssDAF-12 act = activators of S. stercoralis DAF-12 nuclear receptor; activation, % at 6.8 µM; hit rate 1% among 370,000; HEK293 ssDAF-12/GRIP1 lit1-tk-luc reporter, luminescence; % of 3 µM dafachronic acid response; AID 652126;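 active = activation above the mean over all tested compounds plus 3 SD, cut at about 0.9% in these data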;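 also: 0% = DMSO-only wells and 100% = 3 µM delta7-dafachronic acid wells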
# PLCb3 inh = blocks human PLC-beta3 enzyme activity | Purified PLC-beta3, fluorogenic substrate, fluorescence | inhibition, % at 12.2 µM | hit rate 0.18% among 370,000 | AID 720704; in the data active = inhibition above about 11%;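 also: 0% = median of compound wells on plate and 100% = full blocker control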
# hcDAF12 agonist = activates DAF-12 receptor from parasite H. contortus; activation, % at 6.8 µM; HEK293 hcDAF-12 lit1-tk-luc reporter, luminescence; 0% DMSO, 100% Δ7-dafachronic acid; AID 652067; hit rate 1.4% among 370,000;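 active = activation above the mean of all tested compounds plus 3 SD, cut at about 5.5% in these data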;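 also: 100% = response to 3 µM Δ7-dafachronic acid high control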
# sPLA2-III inh = Blocks human group III sPLA2 activity; Q9NZ20; QFRET BODIPY PC-A2 liposome hydrolysis, fluorescence; inhibition, % at 12.2 µM; hit rate 0.56% among 370,000; AID 743126;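 active = inhibition above mean plus 3 SD of compounds lying within the high and low control bounds, cut at about 19% in these data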;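 also: 0% = median of test compound wells and 100% = no enzyme DMSO wells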
# Target sequence (Q9NZ20 whole entry, looked up): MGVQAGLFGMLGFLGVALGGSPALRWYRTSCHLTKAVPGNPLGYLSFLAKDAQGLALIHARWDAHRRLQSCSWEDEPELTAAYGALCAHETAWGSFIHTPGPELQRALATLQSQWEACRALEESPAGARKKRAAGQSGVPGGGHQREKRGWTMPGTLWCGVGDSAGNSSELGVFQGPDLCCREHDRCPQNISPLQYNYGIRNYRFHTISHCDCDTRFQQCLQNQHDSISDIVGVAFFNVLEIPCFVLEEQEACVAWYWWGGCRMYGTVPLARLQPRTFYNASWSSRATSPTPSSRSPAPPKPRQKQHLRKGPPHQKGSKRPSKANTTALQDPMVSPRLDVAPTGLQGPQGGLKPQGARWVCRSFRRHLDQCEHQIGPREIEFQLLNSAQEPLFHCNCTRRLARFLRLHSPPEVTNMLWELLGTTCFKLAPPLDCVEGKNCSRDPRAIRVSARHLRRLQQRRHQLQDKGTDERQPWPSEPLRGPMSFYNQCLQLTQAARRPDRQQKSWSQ
# PG9 Ab binder = small molecules binding HIV-1 gp120 antibody PG9 | inhibition, % at 6.7 µM | hit rate 0.43% among 360,000 | TR-FRET gp120-PG9 antibody binding; in the data active = inhibition above about 8.5%
# hgDAF12 agonist = activates the H. glycines DAF-12 receptor ligand-binding domain. HEK293 GAL4-hgDAF12 UAS-luciferase reporter, agonist luminescence; normalized to butyrate control. AID 687014. hit rate 1.8% among 370,000. activation, % at 6.8 µM;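 active = activation above a cutoff set at the mean of all screened compounds plus 3 SD, cut at about 10% in these data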;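 also: 0% = DMSO wells and 100% = sodium butyrate wells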
# DAX1 inh-1 = inhibitors of DAX1 repression of SF-1 activated StAR promoter. hit rate 1.1% among 370,000. AID 652010. inhibition, % at 6.8 µM. HEK293T StAR-luciferase reporter, SF-1/DAX-1 repression relief;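 active = inhibition above the mean over all tested compounds plus 3 SD, cut at about 3.6% in these data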;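 also: 0% = DAX-1 cells with DMSO and 100% = cells lacking DAX-1 with DMSO; higher inhibition means more luminescence from relief of DAX-1 repression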
# Rev-erbA mod = modulators of human Rev-erb alpha DNA binding; Rev-erbα–FITC-DNA binding, fluorescence polarization, 90 min; activity, % at 10 µM; hit rate 0.79% among 370,000;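 active = activity above about 14%, limit read from the data; passing the limit was not always enough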;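 also: 0% = DMSO wells with 35 nM protein and 100% = DMSO wells with 750 nM protein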
# DAX1 inh-2 = NR0B1 (DAX1) inhibition | HEK293 Gal4-DAX1 luciferase reporter, luminescence | AID 504766 | inhibition, % at 6.75 µM | hit rate 0.99% among 340,000;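 active = inhibition above the mean over all tested compounds plus 3 SD, cut at about 4.2% in these data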;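 also: 0% = DAX1-transfected cells with DMSO and 100% = empty-vector control cells with DMSO; inhibition shows as a rise in luminescence from relieved DAX1 repression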
# Target sequence (P51843 207-470 limits assumed): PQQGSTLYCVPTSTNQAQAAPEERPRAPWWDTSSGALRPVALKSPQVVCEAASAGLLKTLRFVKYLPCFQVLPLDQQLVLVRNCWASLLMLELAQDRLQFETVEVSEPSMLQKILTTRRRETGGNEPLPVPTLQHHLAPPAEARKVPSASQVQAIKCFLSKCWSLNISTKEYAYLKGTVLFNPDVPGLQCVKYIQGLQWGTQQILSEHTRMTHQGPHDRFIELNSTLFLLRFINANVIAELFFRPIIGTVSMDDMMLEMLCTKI
# SMARCA2 act = SMARCA2 function activation, primary screen; MG213 cells, MMTV-luciferase reporter, dexamethasone, overnight; activation, % at 9.1 µM; hit rate 1% among 370,000; AID 652017; in the data active = activation above about 7.8%;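 also: 0% = vehicle wells and 100% = reference activator wells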
# Active calls of the source: *; / = not tested or not shown; & = joins results of further samples.
SMILES,GAA850 FXN act,ssDAF-12 act,PLCb3 inh,hcDAF12 agonist,sPLA2-III inh,PG9 Ab binder,hgDAF12 agonist,DAX1 inh-1,Rev-erbA mod,DAX1 inh-2,SMARCA2 act
O=C(Cc1ccccc1[N+](=O)[O-])NC1CCN(Cc2ccccc2)CC1,1.0,1.5*,-2,2.8,-1,-0.5,2.3,-0.3,6,0.1,-2
COc1ccc(OC)c(C2C(C(=O)c3ccco3)=C(O)C(=O)N2CCN2CCOCC2)c1 (stereo unspecified),0.8,-0.4,-21,0.7,5,-1.4,2.0,2.0,-5,1.7,-1
O=C(NC[C@@H]1CC[C@@H](Cc2ccc(-c3ccccc3)cc2)O1)Nc1ccc(Br)cc1,0.5,-0.3,3,-0.9,-5,-1.5,1.9,1.0,-1,0.5,-4
O=C(NNC(=O)c1n[nH]c(=O)c2ccccc12)c1ccc(Br)cc1,-0.1,-1.1,-5,-0.7,0,0.1,0.1,1.2,-4,0.8,1
Cc1occc1C(=O)Nc1cc(C(F)(F)F)ccc1Cl,1.3,-1.5,2,0.5,-1,3.0,1.6,0.7,6,4.6*,-2
N=c1ccn2c(n1)O[C@H]1[C@H](O)[C@@H](CO)O[C@H]12,-3.2,-0.6,-2,-2.4,2,-1.9,-6.7,-1.6,3,-3.0,2
Cc1sc(NC(=O)CSc2nnc(N)s2)c(C#N)c1C,-0.2,-1.3,0,0.9,8,0.0,-0.3,0.6,-3,-0.9,-4
O=C1CCC(=O)N1OCCCOc1ccccc1,-2.2,-1.5,5,-0.4,2,0.0,-0.1,-0.9,-4,-0.6,4
CCOC(=O)C(c1nc2ccccc2[nH]1)n1c(-c2ccccn2)nc2ccccc21 (stereo unspecified),/,0.5,-17,6.5*,8,0.6,7.7,2.4,-5,/,0
CC(=O)Nc1ccc(NC(=O)C(C)OC(=O)C(C)SCC(=O)Nc2ccc(F)cc2)cc1 (stereo unspecified),1.4,-0.8,-4,-1.4,-8,1.5,0.4,-1.5,2,0.3,-3
COc1ccccc1C1SCCN1S(=O)(=O)c1ccccc1 (stereo unspecified),-1.5,-1.6,1,-0.6,-4,-0.9,2.3,-1.0,-3,-0.6,-4
O=C(COn1nnc2ccc(C(F)(F)F)cc21)Nc1nnc(-c2ccccc2)o1,-1.0,-0.7,-3,-1.3,-9,-1.2,-0.5,0.2,-6,0.1,-1
CC1CCC2C(=O)N(c3ccccc3OC(=O)c3ccccc3)C(=O)C2C1 (stereo unspecified),-0.4,-1.7,0,-1.9,-8,-0.3,0.6,-0.7,-1,0.7,-2
O=S(=O)(c1ccc(F)cc1)N1CCN(c2ccccc2)CC1,0.2,-1.7,-2,-0.9,1,1.6,-1.2,-0.2,4,4.1,-2
COc1ccc(NC(=O)C2CCCN(S(=O)(=O)c3ccccc3)C2)c(OC)c1 (stereo unspecified),-1.1,-1.5,-2,-4.9,1,-0.6,-1.9,-3.1,0,-1.0,-3
COc1ccccc1CNC(=O)c1cc(-c2cc(Cl)ccc2C)n[nH]1,-2.0,-1.2,2,-3.3,-9,-1.5,-1.3,0.5,-8,/,-3
CC1CCC(NC(=O)CCN2C(=O)C3CC=CCC3C2=O)CC1 (stereo unspecified),2.2,-1.3,0,-0.8,0,-1.6,0.8,-0.8,2,1.0,-3
CCn1c(=O)c(C(=O)CN(C)Cc2cccc(OC)c2OC)c(N)n(Cc2ccccc2)c1=O,0.6,-0.8,-1,-0.2,-2,-0.3,-2.0,-0.4,-2,0.0,1
N#C/C(=N\O)c1nc(-c2ccccc2)cs1,-4.2&1.2,-0.3&-0.5,-15&-6,0.8&0.9,-29&-26,0.8&-2.0,0.2&-0.1,-0.1&0.7,0&4,0.8&-0.2,-2&-1
Cc1ccccc1-n1ccnc1SCC(=O)O,-2.3,-1.5,12*,1.8,0,0.0,-1.6,0.8,5,1.0,-2
CC1CN(c2oc(-c3cccs3)nc2C#N)CC(C)O1 (stereo unspecified),-1.2,-1.5,-276,0.9,1,3.5,-1.7,-0.6,0,0.7,-3
O=C(NCc1ccccc1F)c1ccc(S(=O)(=O)Nc2cccc(C(F)(F)F)c2)cc1,2.5,0.1,-3,-0.3,-29,0.2,4.8,-1.1,4,-0.9,-4
CCn1c2ccc(F)cc2c2nnc(SCCN3CCOCC3)nc21,5.5,-0.6,-7,1.3,0,-1.7,0.7,0.3,7,-0.3,1
Cc1cnc(C(=O)Nc2nc(-c3ccccc3)cs2)cn1,3.6,-1.1,1,-3.2,-1,1.4,0.9,0.5,3,-0.3,1
CCCn1c(C)cc(/C=C(\C#N)C(=O)OCC(=O)Nc2cccc(OC)c2)c1C,1.9,-0.9,-61,1.4,-24,-3.7,0.1,-0.6,-4,-0.5,-1
# Next section:
SMILES,GAA850 FXN act,ssDAF-12 act,PLCb3 inh,hcDAF12 agonist,sPLA2-III inh,PG9 Ab binder,hgDAF12 agonist,DAX1 inh-1,Rev-erbA mod,DAX1 inh-2,SMARCA2 act
COc1cccc(C2=NOC(C(=O)Nc3cccnc3)C2)c1 (stereo unspecified),1.4,-1.9,1,-1.9,2,-0.5,-1.8,-0.8,4,-0.8,-3
O=C(c1cc(-c2cccs2)nc2ccccc12)N1CCN(CCO)CC1,1.0,-1.4,-377,-1.0,13,2.8,0.7,-1.3,6,-1.7,-3
CNC(=O)C(Sc1nc(C)nc2c1oc1ccccc12)C(C)=O (stereo unspecified),-1.2,-1.2,-7,-0.6,13,0.8,-1.2,0.4,0,0.3,-5
O=C1CN2NC(=S)N(c3ccccc3)C2=CN1c1ccc(Cl)cc1,-0.2,-1.1,3,-1.4,-7,0.0,1.1,1.0,-3,0.9,0
CCOC(=O)C1=C(c2ccccc2)Nc2ncnn2C1c1cc(OC)cc(OC)c1OC (stereo unspecified),0.5,-1.2,2,1.4,-4,-0.3,0.6,-0.8,2,-0.3,-2
CCN1CCCC1CNS(=O)(=O)c1cc(Br)cc2c1N(C(=O)C1CC1)CC2 (stereo unspecified),-0.3,-0.7,1,-1.0,3,1.0,1.2,0.5,6,-1.2,2
CCN1CCCc2cc(CN(CCN3CCOCC3)C(=O)Nc3ccc(C)c(C)c3)ccc21,0.4,-1.1,-4,-0.6,0,-3.9,-1.1,-0.2,-5,-1.2,0
NC(=O)Nc1ccc(F)cc1,2.6,-1.2,1,-0.7,10,1.1,-1.7,0.1,3,1.2,1
O=c1cc(CCc2ccccc2)oc2cccc(O)c12,0.3,-0.1,1,1.1,4,0.3,9.6,0.3,-4,2.8,0
CCNC(=S)NNC(=O)c1ccc(S(=O)(=O)NCc2ccco2)cc1,0.2,0.1,-6,0.0,-5,-1.7,-2.0,-1.5,7,-0.3,-4
COc1ccc([N+](=O)[O-])cc1NS(=O)(=O)c1cc(C(=O)N2CCN(C)CC2)ccc1OC,-0.7,-1.6,-3,-0.4,3,1.0,1.0,0.6,-2,-0.2,-2
COc1ccc(NC(=O)CSc2ccccn2)c([N+](=O)[O-])c1,4.1,-0.2,-9,1.8,-10,-3.9,4.2,0.7,7,/,2
CCCn1c(SCC(=O)Nc2cc(Cl)ccc2OC)n[nH]c1=O,-2.2,-0.8,1,1.4,-4,-0.5,-1.2,-0.5,2,0.4,0
COc1cc2c(cc1OC)C(c1cccc([N+](=O)[O-])c1)NC(=O)C2 (stereo unspecified),2.5,-1.5,-2,1.3,0,1.6,-0.4,0.8,/,0.2,-2
Cc1ccc(C(=O)C2CCN(CC(=O)NC(C)C)CC2)cc1,/,-1.9,2,-1.4,2,/,-1.3,0.8,-2,/,-3
COc1ccccc1OCC(=O)Nc1cc(S(=O)(=O)N2CCCCC2)ccc1N1CCCCC1,1.0,-1.4,2,-2.7,-10,0.1,0.9,-0.8,7,-1.9,-2
COc1ccc(O)c(/C=N/NC(=O)c2ccc(N3CCCC3=O)cc2)c1,-1.6,-1.4,-33,-1.8,-5,-0.3,-3.1,-1.1,2,-0.3,-2
CCN(CC)S(=O)(=O)c1ccc2c(c1)c(=O)c(C(=O)NCc1cccs1)cn2C,3.1,-1.5,4,-2.7,-12,-3.8,-2.3,-0.8,2,0.8,-3
O=C(Cc1c(Cl)cccc1Cl)Nc1cccc(S(=O)(=O)N2CCOCC2)c1,-0.5,-1.0,-1,-0.6,4,-0.9,-3.3,-0.2,-1,-0.8,-2
COC(=O)c1cc2ccsc2n1Cc1nc(-c2cccc(Cl)c2)oc1C,-2.1,-0.6,2,-0.1,-4,-0.4,-0.8,0.7,-1,0.8,12*
CCNc1nc2c(c(=O)[nH]c(=O)n2C)n1CCCc1ccccc1,2.7,-1.3,4,-0.1,-6,-1.8,-0.9,0.1,1,1.8,1
S=C(c1ccccc1)N1CCCc2ccccc21,-1.0,-1.4,-2,-1.2,12,-0.8,-0.9,0.1,1,-0.6,-3
O=C(NCc1cccc2[nH]ccc12)C1CCC(=O)N(CCc2ccccc2)C1 (stereo unspecified),-1.4,-1.3,-43,-0.3,-5,0.5,-1.7,0.0,-3,0.7,0
CCOC(=O)C1(C)NC(c2cc(OC)c(OC)c(OC)c2)C2C(=O)N(CC)C(=O)C21 (stereo unspecified),-0.3,-1.1,1,1.0,5,0.3,-2.7,-0.7,-4,1.0,-3
COCCNCCCOc1ccc(Br)cc1Cl,-0.9,-0.8,-4,3.7,18,-0.4,4.5,0.4,5,1.4,-2
# (listing goes on)
SMILES,GAA850 FXN act,ssDAF-12 act,PLCb3 inh,hcDAF12 agonist,sPLA2-III inh,PG9 Ab binder,hgDAF12 agonist,DAX1 inh-1,Rev-erbA mod,DAX1 inh-2,SMARCA2 act
COc1cccc(CNC(=O)CNC(=S)N(Cc2ccccc2)Cc2ccccc2F)c1,-2.9,-1.8,0,-0.6,-19,-1.1,-3.0,0.3,3,0.1,-4
Cc1[nH]c2ccc(C(=O)OC(C)C(=O)NC3(C#N)CCCCC3)cc2c1C (stereo unspecified),1.2,-1.8,-15,-1.5,-51,1.0,0.4,-1.4,6,0.0,-4
C=CCc1ccc(OCCCOc2ccc(C)c(C)c2)c(OC)c1,0.3,-0.2,6,-0.9,-3,-2.8,1.0,0.1,9,-0.5,-2
S=C(c1ccc(OCc2ccccc2)cc1)N1CCCC1,4.6,-0.8,-3,0.0,6,-2.2,0.7,0.3,-1,0.7,2
Cc1cc(C(=O)CCl)c(C)n1-c1ccon1,-0.6,-1.6,-1,-0.9,0,0.9,-1.9,-0.9,0,1.4,1
COc1cc(CC(=O)OCc2cccc([N+](=O)[O-])c2)cc(OC)c1OC,3.5,-0.6,-2,-1.9,6,0.3,-1.8,0.0,-4,-1.7,-2
CCCCC(=O)Nc1cccc(NC(=O)c2ccc(Br)o2)c1,-0.1,-1.1,2,-1.6,-2,-0.9,2.5,-0.6,-5,-0.9,-2
Cc1cc(C)n2nc(CNS(=O)(=O)c3ccc(C(C)(C)C)cc3)nc2n1,0.7,-0.5,-3,1.6,14,-0.1,-0.1,-0.4,6,/,1
COC(=O)c1cn(-c2ccccc2)nc1-c1ccc(OC)cc1,0.5,-1.7,3,-1.7,-4,-1.8,-2.2,-0.5,-2,-0.4,2
